A549 tox = Nrf2 qHTS screen for inhibitors: counterscreen for cytotoxicity; Potency, µM (highest dose often 46 µM), without a hit: top-dose activity change, negative = cytotoxicity, most hits filed as inhibitors; A549 ARE-Fluc cells, CellTiter-Fluor viability, 18-24 h; AID 504648, 2011; 390,000 tested, 0.16% active; further: potency means the concentration at half of the fitted maximal effect; on the % scale 0 is the no-effect control and ±100 the full control effect
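A549 ARE_Fluc cells in 5% FBS OPTI-MEM were exposed to compounds in concentration-response for 18-24 h at 37 deg C. Viability was read by CellTiter-Fluor fluorescence (Ex 405/Em 525) after 30 min, before the luciferase read.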
Nrf2 block = Nrf2 qHTS screen for inhibitors | A549 ARE-Fluc reporter, luciferase luminescence, 18-24 h | Potency, µM (series often up to 46 µM), without a hit: at the highest dose activity change, negative = inhibition, actives largely listed as inhibitors | 360,000 tested, 2.1% active | AID 504444, 2011; further: potency means the concentration at half of the fitted maximal effect; on the % scale 0 is the no-effect control and ±100 the full control effect; nearly all actives have a fitted effect of over 60% in size
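Nrf2 activity is the BugLite luminescence, read 15 min after reagent at room temperature, following CellTiter-Fluor cytotoxicity readout (30 min, 37C). Compound titrations were applied for 18-24 h to 5000 A549 ARE_Fluc cells/well in 5% FBS OPTI-MEM.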
TGFb SMAD3 inh = qHTS for Inhibitors of TGF-b. HepG2 CAGA-GFP TGF-b/SMAD3 reporter, GFP fluorescence, 18 h; TGF-beta stimulated, 500 pg/mL final. Potency, µM (doses to about 46.1 µM), for the others: at the highest dose activity, negative = inhibition, hits mostly inhibitors. 410,000 tested, 1.2% active. AID 588855, 2011; further: potency means the concentration at half of the fitted maximal effect; on the % scale 0 is the no-effect control and ±100 the full control effect; nearly all actives have a fitted effect of over 65% in size
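GFP signal (ex488/em500-530) from TGF-beta-stimulated HEPG2 CAGA-GFP cells, 500 pg/mL final, 18 h at 37 degrees C in DMEM plus 1% FBS, normalized to unstimulated and DMSO-stimulated controls.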
CCT modulator = High-Throughput Screening for Modulators of Cytosolic Chaperonin Activity | purified chaperonin ATPase assay, HTRF ADP detection, 30 min | 360,000 tested, 0.3% active | activity change, % (test concentration not listed), hits read low; in the data active means activity change below about -30%; further: on the % scale 0 is the no-effect control and ±100 the full control effect
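First, chaperonin was dispensed at 40 nM or 20 nM final depending on batch activity. Next, compounds were pinned at 76 uM and ATP added at 10 uM. After 30 min at 37 °C, ADP detection reagents ran 30 min at ambient temperature.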
Mm-Cpn inhibitor = Inhibitors of TCP-1 ring complex (TRiC) of Methanococcus maripaludis (MmCpn): qHTS | Chaperonin Mm-Cpn (Methanococcus maripaludis) | purified Mm-Cpn ATPase, ADP Transcreener TR-FRET | Potency, µM (doses to about 76.9 µM), without a hit: at the highest dose activity, negative = inhibition, actives largely listed as inhibitors | 330,000 tested, 0.031% active | AID 504842, 2011; further: potency means the concentration at half of the fitted maximal effect; on the % scale 0 is the no-effect control and ±100 the full control effect; nearly all actives have a fitted effect of over 80% in size
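ATPase turnover read by TR-FRET ADP competition (Eu cryptate antibody/ADP-d2, 665/590 nm): 10uM ATP final, 25nM Mm-CPN final, 30 min 37degC after 10-min compound preincubation, pH 7.4 Tris/KCl/MgCl2/DTT buffer.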
EPAC2 ag = qHTS for Agonist of cAMP-regulated guanine nucleotide exchange factor 4 (EPAC2): primary screen | EPAC2 activation, biochemical qHTS; response scale: 100% = 6.5 mM cAMP response | Potency, µM (series often up to 154 µM), without a hit: at the top dose activation, hits mostly activators | 360,000 tested, 0.079% active | Rap guanine nucleotide exchange factor 4 (Homo sapiens), Q8WZA2; further: potency means the concentration at half of the fitted maximal effect; nearly all actives have a fitted effect of over 50% in size
Target sequence (Q8WZA2 whole entry, looked up): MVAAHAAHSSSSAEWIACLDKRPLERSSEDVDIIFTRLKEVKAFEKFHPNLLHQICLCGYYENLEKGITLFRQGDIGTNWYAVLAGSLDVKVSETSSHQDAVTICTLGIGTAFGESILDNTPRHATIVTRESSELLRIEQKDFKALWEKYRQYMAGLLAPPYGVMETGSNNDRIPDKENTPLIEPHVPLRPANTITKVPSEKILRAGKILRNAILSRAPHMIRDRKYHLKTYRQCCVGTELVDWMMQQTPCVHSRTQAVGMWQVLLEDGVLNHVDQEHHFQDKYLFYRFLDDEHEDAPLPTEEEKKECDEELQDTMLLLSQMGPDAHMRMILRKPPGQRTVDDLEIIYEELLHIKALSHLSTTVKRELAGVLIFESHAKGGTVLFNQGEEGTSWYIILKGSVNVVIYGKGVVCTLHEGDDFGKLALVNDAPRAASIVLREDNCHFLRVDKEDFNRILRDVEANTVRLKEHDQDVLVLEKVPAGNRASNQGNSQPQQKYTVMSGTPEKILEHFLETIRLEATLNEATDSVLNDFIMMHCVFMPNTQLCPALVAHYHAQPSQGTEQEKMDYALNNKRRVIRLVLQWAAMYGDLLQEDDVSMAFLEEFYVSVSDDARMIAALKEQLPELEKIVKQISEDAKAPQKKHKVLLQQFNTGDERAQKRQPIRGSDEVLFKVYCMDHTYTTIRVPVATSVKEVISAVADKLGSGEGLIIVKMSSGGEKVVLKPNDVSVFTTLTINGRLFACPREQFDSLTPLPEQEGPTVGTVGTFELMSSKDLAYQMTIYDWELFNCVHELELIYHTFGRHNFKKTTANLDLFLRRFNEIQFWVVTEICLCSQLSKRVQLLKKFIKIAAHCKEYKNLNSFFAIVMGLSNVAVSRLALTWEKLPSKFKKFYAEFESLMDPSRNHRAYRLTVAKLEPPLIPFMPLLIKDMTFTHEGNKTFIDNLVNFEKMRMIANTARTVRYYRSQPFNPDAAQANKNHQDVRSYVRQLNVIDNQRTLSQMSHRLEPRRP
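Guanine nucleotide exchange by EPAC2 is measured as reduced fluorescence of BODIPY-GDP once it is released from 250 nM Rap1B. Plates are read kinetically for 30 min at room temperature; results are scaled to 6.5 mM cAMP.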
EPAC2 antagonist = qHTS for Antagonist of cAMP-regulated guanine nucleotide exchange factor 2 (EPAC2): primary screen; EPAC2 GEF exchange of Rap1B-BODIPY-GDP, fluorescence; Potency, µM (series often up to 114 µM), without a hit: at the highest dose activity, negative = inhibition, hits mostly inhibitors; 360,000 tested, 0.18% active; AID 720708, 2013; further: potency means the concentration at half of the fitted maximal effect; on the % scale 0 is the no-effect control and ±100 the full control effect; nearly all actives have a fitted effect of over 45% in size; many of its hits are not listed in these tables
pAkt inh = HTS Assay for Inhibitors of Akt Phophorylation: Primary Screen; Neuro2A IGF-stimulated pAkt S473 HTRF, 20 min; stronger effect = lower value; activity change, % for hits at 50 µM; 360,000 tested, 0.32% active; in the data active means activity change below about -80%; inconclusive means mostly about -51% to -80%; further: on the % scale 0 is the no-effect control and ±100 the full control effect
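Neuro2A cells (4,500/well, DMEM with 0.5% FBS) were treated with compound at a single 50 µM final concentration, stimulated with 6 nM IGF for 20 min at 37 °C, and lysed. Phospho-Akt Ser473 was read by HTRF as 665/615 ratio ×10^4.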
Nrf2 ARE act = qHTS of Nrf2 Activators. Potency, µM (doses to about 46.1 µM), for the others: top-dose activation, hits mostly activators. AID 624171, 2012. 410,000 tested, 0.31% active. AREc32 ARE-luciferase reporter (MCF7-derived line), luminescence, 24 h; further: potency means the concentration at half of the fitted maximal effect; % of control where 0% means no effect; nearly all actives have a fitted effect of over 65% in size
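Steps: seed AREc32_Fluc cells (1000/well, 5% FBS OPTI-MEM); incubate overnight at 37 deg C; add 23 nL compound; incubate 24 hr; add Steady-Glo; hold 30 min RT; read luminescence.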
Starred values were filed as active, the others as inactive; i = inactive; ? = inconclusive; nt = not tested or not shown; [ ] = another dose, or the depositor's remark. Unless noted, the call rests on the fitted dose curve; in most records, active means well fitted curve in the direction sought with a large enough effect; inconclusive means small, poorly fitted or top-dose-only effect, or another doubt; inactive means no such curve, though single readings can be large; an effect the other way counts as inactive or inconclusive. The list is partial. The share of hits here may be higher or lower than overall.

Values run as follows: CCT modulator	EPAC2 antagonist	pAkt inh	EPAC2 ag	Mm-Cpn inhibitor	Nrf2 block	A549 tox	TGFb SMAD3 inh	Nrf2 ARE act
- C/C(=N\NC(=O)C1CC1c1ccccc1)c1cccc([N+](=O)[O-])c1 (stereo not given)
    -1.0	7%	i	-17%	1%	?	?	11µM*	2.7%
- C=CCn1c(=S)sc2c(=O)[nH]c(C)nc21
    -21	-8%	i	1%	0%	-21%	-3%	-8%	0.3%
- CC(C)(C)NC(=O)Cn1c(=O)n(CC(=O)NC(C)(C)C)c2ccccc21
    -0.9	7%	i	9%	-1%	-28%	-6%	-8%	0.2%
- O=C(CSc1nc(=O)[nH]c2c1CCCC2)Nc1cc(C(F)(F)F)cc(C(F)(F)F)c1
    -3.3	-4%	i	-16%	0%	?	2%	-24%	-0.1%
- CC(=O)N1CCCc2cc(S(=O)(=O)N3CCCC(C(=O)Nc4cccc(C)c4)C3)ccc21 (stereo not given)
    1.1	2%	i	0%	1%	?	-5%	0%	2.0%
- COc1ccccc1NC(=O)c1ccc(C(=O)Nc2ccccc2OC)nc1
    -1.0	15%	i	0%	-3%	-5%	1%	5%	5.4%
- O=C(CCNS(=O)(=O)c1cccs1)N1CCCCCC1
    0.6	-6%	i	6%	2%	nt	0%	13%	-0.3%
- COc1ccc(NC(=O)COc2ccc(C)cc2)c([N+](=O)[O-])c1
    -3.1	-7%	i	5%	0%	?	4%	1%	0.1%
- O=C(O)CNCC1COc2ccccc2O1 (stereo not given)
    0.7	-1%	i	-6%	-1%	6%	nt	-15%	0.1%
- COc1cc2[nH]c(C(=O)NCc3ccccc3)cc2c(OC)c1OC
    1.1	-12%	i	9%	-2%	?	0%	20%	-0.1%
- CCN(CC(=O)NCc1ccc(Cl)cc1)C(=O)CSc1ccccc1
    -2.5	7%	i	2%	-15%	-8%	2%	-16%	-0.7%
- O=C(NCCN1CCOCC1)c1cccc(S(=O)(=O)N2CCCCC2)c1
    -0.8	4%	i	-7%	nt	-9%	1%	-20%	-0.5%
- COc1ccc(CCNC(=O)C2(C)CCC(=O)N2Cc2ccc(C)cc2)cc1OC (stereo not given)
    -3.6	6%	i	-7%	0%	-8%	-2%	7%	-0.3%
- CN1CCN(c2ccc(CNC(=O)c3cc4ccccc4o3)cc2)CC1
    0.5	2%	i	0%	0%	?	5%	-1%	4.6%
- CSc1ncccc1C(=O)Nc1ccncc1
    0.4	5%	i	3%	-1%	-4%	-1%	23%	0.0%

Three of the entries above in order of their number in EPAC2 antagonist, lowest first:
Structure | CCT modulator | EPAC2 antagonist | pAkt inh | EPAC2 ag | Mm-Cpn inhibitor
COc1cc2[nH]c(C(=O)NCc3ccccc3)cc2c(OC)c1OC | 1.1 | -12% | i | 9% | -2%
CSc1ncccc1C(=O)Nc1ccncc1 | 0.4 | 5% | i | 3% | -1%
COc1ccccc1NC(=O)c1ccc(C(=O)Nc2ccccc2OC)nc1 | -1.0 | 15% | i | 0% | -3%

Carrying on.
Values run as follows: CCT modulator	EPAC2 antagonist	pAkt inh	EPAC2 ag	Mm-Cpn inhibitor	Nrf2 block	A549 tox	TGFb SMAD3 inh	Nrf2 ARE act
- C[C@@H]1CN([C@@H](C)CO)C(=O)c2cc(Br)cnc2O[C@H]1CN(C)S(=O)(=O)c1cccs1
    1.0	-7%	i	-9%	nt	nt	nt	1%	-0.6%
- CC1CC(C)CN(C(=O)COC(=O)c2ccc3ccccc3n2)C1 (stereo not given)
    1.0	-8%	i	-6%	1%	7%	1%	-4%	-0.8%
- Cc1cc(C)n(-c2nc3ccccc3nc2Nc2ccc3c(c2)OCO3)n1
    1.2	-12%	i	9%	0%	0%	-5%	1%	-0.5%
- CCC(=O)Nc1nonc1-c1nc2ccccc2n1Cc1cccc2ccccc12
    -0.4	11%	i	-1%	-8%	?	?	-4%	0.4%
- S=C(NCCCN1CCOCC1)N1CCN(c2nc(-c3ccccc3)cs2)CC1
    -11	3%	i	5%	-7%	-11%	1%	-19%	3.7%
- O=C(Nc1cccc(F)c1)C1CCN(c2nc3ccccc3nc2C(F)(F)F)CC1
    nt	nt	nt	nt	nt	?	-12%	?	-0.3%
- CC1=C(C(=O)N2CCOCC2)CC(CC(=O)NCc2cccc3ccccc23)C(=O)N1Cc1ccc(C(C)(C)C)cc1 (stereo not given)
    0.7	-20%	i	0%	nt	nt	nt	?	1.1%
- CC(C)OC(=O)CSc1nnnn1-c1ccc2c(c1)OCCO2
    -1.9	-3%	i	8%	1%	?	-6%	-8%	3.2%
- COCCOc1cc(-n2ccnc2SC)c(Cl)cc1Cl
    -0.9	10%	i	8%	-1%	12%	15%	?	-0.1%
- Cc1ccc(-c2cc(C(=O)N3CCCc4ccccc43)c3ccccc3n2)cc1
    -3.5	-6%	i	13%	-2%	nt	-2%	8%	-0.2%
- Cn1cc(/C=N\O)nc2c(=O)n(-c3ccccc3)c(=O)nc1-2
    -3.9	0%	i	10%	-22%	20%	-15%	6%	0.0%
- CC(NC(=O)CC1Nc2ccccc2NC1=O)c1ccccc1 (stereo not given)
    -2.0	-4%	i	-1%	1%	-11%	-6%	-2%	2.2%
- CCOC1=C2CN(S(=O)(=O)c3ccc(C)cc3)CC[C@@H]2N(S(=O)(=O)c2ccc(C)cc2)[C@H](c2ccccc2)C1
    0.5	4%	i	13%	nt	nt	nt	-1%	0.4%
- Cc1ccnc(NC(=O)c2ccc3c(c2)S(=O)(=O)c2ccccc2C3=O)c1
    -0.8	2%	i	3%	-2%	6%	-4%	-10%	-0.2%
- CCOc1ccc(C(=O)NC(=S)NCc2cccnc2)cc1[N+](=O)[O-]
    1.2	-5%	i	1%	0%	-15%	0%	-24%	0.0%
- CCOC(=O)c1c(S(=O)(=O)N2CCCC(C)C2)c(C)n(C)c1C (stereo not given)
    -0.5	9%	i	-5%	-3%	6%	-10%	11%	0.3%
- CC(=O)n1c(=O)c2ccccc2c(=O)n1-c1ccccc1
    -0.2	?	i	2%	-2%	22%	1%	11%	-0.4%
- COc1ccc(/C=C(\C#N)C(=O)NCC(c2ccc(F)cc2)N2CCOCC2)cc1 (stereo not given)
    -1.6	-2%	i	-1%	1%	-5%	-2%	9%	2.7%
- CN(C)CC(C)(C)CNC(=S)Nc1cc(S(=O)(=O)N2CCOCC2)ccc1Cl
    0.7	-3%	i	9%	0%	-13%	1%	19%	2.2%
- CN1CCN(CC(=O)N2c3ccccc3C(C)(c3ccc(Cl)cc3)CC2(C)C)CC1 (stereo not given)
    -8.5	-3%	i	4%	-1%	-18%	-11%	-1%	2.4%
- Cc1ccc(SCCNC(=O)c2ccc(CN3CCOCC3)cc2)cc1
    0.3	4%	i	0%	-1%	5%	2%	0%	2.4%
- O=Cc1ccc(OCc2cccc(C(F)(F)F)c2)cc1O
    0.1	?	i	-3%	?	?	2%	?	-0.6%
- COc1ccc(CN2CCN(C(=O)c3ccco3)CC2)c(OC)c1OC
    -5.4	1%	i	5%	nt	-4%	-2%	3%	0.1%
- Cc1ccc(Cl)cc1N1CCN(c2nc3ccc(C(=O)c4ccccc4)cc3n3cnnc23)CC1
    nt	nt	nt	nt	nt	14%	-5%	0%	-1.4%
- C[C@@H]1ON(C)[C@H]2C[C@H]3c4cc(-c5cccc(F)c5)ccc4CCN3C(=O)[C@@H]12
    1.9	-3%	i	5%	nt	8%	9%	-4%	5.4%
- CCc1ccccc1NC(=O)C1CCCN1S(=O)(=O)c1ccc(-c2ccc(=O)[nH]n2)s1 (stereo not given)
    2.3	-11%	i	0%	-15%	8%	4%	-6%	2.5%
- O=S(=O)(c1ccc(Br)cc1)c1nc(-c2ccco2)oc1SCc1ccccc1F
    nt	nt	nt	nt	nt	-10%[9.27 µM]	0%	-23%	2.7%
- COc1ccccc1NC(=O)c1ccc(NC(=O)CSc2ncccn2)cc1
    -0.6	0%	i	-2%	-1%	?	2%	-4%	0.2%
- COc1ccc2c(c1OC)C(=O)N(c1ccc(O)cc1)C2=O
    -18	-4%	i	11%	1%	16%	-3%	5%	0.6%
- Cc1ccc(-c2nc(CS(=O)(=O)CC(=O)Nc3ccc(Br)cc3F)c(C)o2)cc1
    nt	nt	nt	nt	nt	12%	3%	-30%	0.1%
- NC1=NC(=O)/C(=C/c2ccccc2OCC(=O)Nc2ccc(F)cc2)S1
    1.4	4%	i	1%	-1%	2%	-1%	11%	3.7%
- COc1ccc(C(=O)Nc2ccc3c(c2)OCCO3)c(OC)c1
    0.1	9%	i	3%	nt	nt	nt	-2%	-0.3%
- CCOc1ccccc1NC(=O)COC(=O)CNS(=O)(=O)c1ccc(C)cc1
    -6.1	-2%	i	7%	2%	-2%	2%	-4%	-0.6%
- CC(C)CC(=O)Nc1c2c(nn1-c1ccc([N+](=O)[O-])cc1)CS(=O)(=O)C2
    0.7	9%	i	5%	1%	5%	0%	4%	0.3%
- OC(COc1cccc2ccccc12)CN1CCN(c2ccccc2Cl)CC1 (stereo not given)
    -1.3	-12%	i	20%	1%	-18%	-5%	-21%	-1.5%
- CN1CCN(c2ccc(S(=O)(=O)N3CCCCC3)cc2NC(=O)c2ccc(C#N)cc2)CC1
    1.5	2%	i	-6%	3%	16%	0%	9%	-0.7%
